# Screening data (PubChem)
# procasp3 activ – activators of human procaspase-3 D3A mutant, primary screen, biochemical, absorbance, PC-3 D3A mutant, single concentration. hit rate 0.11% among 330,000. recombinant procaspase-3 D3A, Ac-DEVD-pNA absorbance 405 nm. Caspase-3 (Homo sapiens), P42574. activation, % at 8.5 µM;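 active = activation above the mean of all tested compounds plus 3 SD, cut at about 21% in these data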;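 note: 0% = DMSO alone and 100% = DMSO wells spiked with extra 5 µM PC-3 D3A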
#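 System: Procaspase-3 D3A mutant. Medium: Zinc-free 300 mM NaCl, 50 mM HEPES, 0.01% Triton X-100. Schedule: 1 h preincubation plus 2 h reaction at 25 °C. Measured by: 405 nm absorbance of p-nitroaniline, reads at 0 and 120 min. Read-out: percent activation relative to control range.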
# AHR act – AHR activators, primary screen, cell-based, luminescence, luciferase reporter, human | activation, % at 5 µM | hit rate 2.5% among 320,000 | AHR-responsive luciferase reporter cells | AID 2796, 2010; in the data active = activation above about 47%;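 note: 0% = vehicle wells and 100% = reference agonist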
# Target sequence (P35869 whole entry, looked up): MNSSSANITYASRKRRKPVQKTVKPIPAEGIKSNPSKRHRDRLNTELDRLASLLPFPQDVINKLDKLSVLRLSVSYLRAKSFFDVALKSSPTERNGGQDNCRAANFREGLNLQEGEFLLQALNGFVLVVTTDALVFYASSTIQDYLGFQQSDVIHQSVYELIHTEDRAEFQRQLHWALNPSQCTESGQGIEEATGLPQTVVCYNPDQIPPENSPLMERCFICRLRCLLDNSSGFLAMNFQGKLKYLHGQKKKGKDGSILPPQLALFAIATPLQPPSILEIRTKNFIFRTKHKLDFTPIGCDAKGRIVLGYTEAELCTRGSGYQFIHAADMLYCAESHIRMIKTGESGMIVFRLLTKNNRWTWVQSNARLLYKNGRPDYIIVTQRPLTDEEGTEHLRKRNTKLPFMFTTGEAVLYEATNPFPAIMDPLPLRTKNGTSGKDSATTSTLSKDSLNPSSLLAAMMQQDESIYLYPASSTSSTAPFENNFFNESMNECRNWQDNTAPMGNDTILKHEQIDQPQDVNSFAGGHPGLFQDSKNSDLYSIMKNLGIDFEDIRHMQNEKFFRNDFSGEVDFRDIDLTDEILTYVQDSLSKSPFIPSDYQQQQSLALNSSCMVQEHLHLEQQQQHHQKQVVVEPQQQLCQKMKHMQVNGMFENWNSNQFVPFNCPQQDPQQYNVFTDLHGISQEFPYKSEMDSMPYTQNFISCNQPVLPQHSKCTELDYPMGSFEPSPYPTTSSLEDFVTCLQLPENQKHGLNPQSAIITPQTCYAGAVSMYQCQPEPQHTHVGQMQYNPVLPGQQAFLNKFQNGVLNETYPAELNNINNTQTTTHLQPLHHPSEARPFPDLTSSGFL
# MEP2 TOR yeast – modulators of MEP2-GFP levels in yeast, primary screen, S. cerevisiae, multiplex flow cytometry, MLPCN library; AID 2016, 2009; S. cerevisiae MEP2-GFP strain, 3 h; 100% = DMSO control level; GFP response vs DMSO, % at 10 µM; hit rate 0.51% among 330,000;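 active = GFP response versus DMSO above a set limit, roughly screen mean plus 3 SD, cut at about 180% in these data; inconclusive = fewer than 70 cells counted for a yeast strain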;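 note: median GFP fluorescence of the barcode-gated MEP2-GFP cells per well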
# CIT2-GFP yeast – modulators of CIT2-GFP expression in yeast, primary screen, S. cerevisiae, GFP fusion, multiplex flow cytometry, MLPCN library; hit rate 0.065% among 320,000; S. cerevisiae CIT2-GFP strain, 3 h; 100 means same as DMSO wells; GFP response vs DMSO, % at 10 µM;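 active = GFP response relative to DMSO above a set limit, near the screen mean plus 3 SD, cut at about 150% in these data; inconclusive = Fewer than 70 cells measured for a yeast strain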;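 note: ratio of well median GFP fluorescence to mean of DMSO wells on the plate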
# RPL19A TOR yeast – RPL19A-GFP expression modulators in yeast, primary screen, cell-based, S. cerevisiae, multiplex flow cytometry, MLPCN | S. cerevisiae RPL19A-GFP strain, 3 h; stronger effect = lower value | percent response vs DMSO, % at 10 µM | hit rate 0.3% among 330,000;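 active = percent response vs DMSO below 50%; inconclusive = fewer than 70 events counted for the yeast strain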;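 note: median channel GFP fluorescence of the barcoded RPL19A-GFP strain; ratio of sample median GFP to plate DMSO average so 100% = DMSO; lower means less RPL19A-GFP as with rapamycin TOR inhibition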
# proCasp7 act – procaspase-7 activators, primary screen, counter-screen for procaspase-3 activator project, biochemical, absorbance, HTS, human | Caspase-7 (Homo sapiens), P55210 | recombinant procaspase-7, Ac-DEVD-pNA absorbance 405 nm; D23A/D198A/D206A triple mutant, cannot self-cleave; scale: DMSO 0, 5 µM enzyme 100 | activation, % at 8.5 µM | hit rate 0.093% among 330,000;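 active = percent activation above the screen-wide mean plus 3 SD, cut at about 25% in these data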
#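 Assay system: Uncleavable procaspase-7 mutant enzyme | Input: 2 µM procaspase-7 mutant as dispensed | Timing: 1 h compound preincubation, 2 h substrate cleavage, 25 °C | Repeats: One well per compound | Control set: DMSO wells as 0%, DMSO with 5 µM added PC-7 as 100% | Technique: Epi-absorbance of released pNA at 405 nm, two timepoints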
# LAP4 TOR yeast – modulators of LAP4-GFP expression in yeast, primary screen, S. cerevisiae, multiplex flow cytometry, MLPCN library. GFP response vs DMSO, % at 10 µM. hit rate 0.34% among 320,000. 3 h; median GFP as percent of DMSO wells;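 active = GFP response vs DMSO above a set limit, about the screen mean plus 3 SD, cut at about 150% in these data; inconclusive = under 70 cell events counted for the yeast strain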
# AGP1-GFP MLPCN – modulators of AGP1-GFP expression in yeast TOR pathway, primary screen, cell-based, multiplex flow cytometry, S. cerevisiae, MLPCN library; GFP response vs DMSO, % at 10 µM; hit rate 0.02% among 320,000; 3 h; GFP as percent of DMSO wells;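 active = GFP response relative to DMSO above a set limit, near screen average plus 3 SD, cut at about 150% in these data; inconclusive = fewer than 70 cells counted for the yeast strain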;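 note: median GFP channel fluorescence of the gated AGP1 strain per well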
# * = called active by the depositor; ? = inconclusive; . = not tested or not shown; [ ] = another dose, or the depositor's remark.
SMILES,procasp3 activ,AHR act,MEP2 TOR yeast,CIT2-GFP yeast,RPL19A TOR yeast,proCasp7 act,LAP4 TOR yeast,AGP1-GFP MLPCN
CC(=O)Nc1nc(NCc2ccccc2Cl)n(-c2ccccc2)n1,0,2,107,106,103,2,97,103
Cc1cc(C)cc(OCc2nnc(SCC(=O)c3ccccc3)o2)c1,9,1,99,.,104,-6,98,97
Cc1ccc2cc(C=O)c(N3CCOCC3)nc2c1C,-6,3,108,105,107,3,93,98
c1cc(Nc2ncnc3sc4c(c23)CCC4)ccn1,10,0,103,102,101,-3,115,108
CN(C)CCNC(=O)C(C(=O)c1ccccc1)n1ccccc1=O (configuration not stated),2,-4,103,94,100,7,94,97
CCOC(=O)CN1N=C(/C=C/c2ccc(OC)cc2)CCC1=O,11,6,105,100,102,9,111,105
Cc1ccccc1NC(=O)c1ccco1,-3,1,105,103,103,8,81,95
CC12CCC(=O)N1C(C(=O)Nc1ccc(F)c(F)c1F)CS2 (configuration not stated),5,-4,98,98,96,6,104,104
Cc1c(NC(=O)COC(=O)CCC(=O)c2ccc(Cl)cc2)c(=O)n(-c2ccccc2)n1C,0,-1,109,121,100,6,106,105
CCc1nc2oc(C(=O)c3ccccc3)c(N)c2c2c1COC(C)(C)C2,0,1,98,93,97,2,105,99
COc1ccc(OCC(=O)Nc2ccccc2C(=O)Nc2ccc(C(=O)O)cc2)cc1,0,4,103,106,110,-2,91,101
COc1ccc(OC)c(CN2CCN(S(=O)(=O)c3ccc(NC(C)=O)cc3)CC2)c1,0,2,91,88,96,6,93,100
COc1ccccc1N1CCN(C2=CC(=O)CCC2)CC1,-1,0,104,103,101,-15,97,107
CCN(CC)S(=O)(=O)c1cc(NS(=O)(=O)c2cccc(Cl)c2Cl)ccc1C,8,1,101,104,102,0,105,104
O=C1CCN(CCc2ccccc2)CCN1[C@H](COc1ccccc1)c1ccccc1,-9,5,95,89,97,-4,99,87
CC(C)(C)c1cc(C(=O)CCN2CCOCC2)cc(C(C)(C)C)c1O,-16,0,102,98,101,-13,95,97
COc1ccc(OCC(=O)N2CCN(C(=O)Cc3ccccc3)CC2)cc1,8,-1,94,.,95,14,103,86
CCCn1c(SCC(=O)NNC(=O)c2ccc(C)cc2)nnc1C(C)C,-5,-7,98,111,105,6,93,101
Cc1ccc(S(=O)(=O)NCC(=O)OCC(=O)N2N=C(c3ccc(Cl)cc3)CC2c2ccco2)cc1C (configuration not stated),-1,-3,104,97,103,9,95,100
CSc1nc2c(c(=O)[nH]c(=O)n2C)n1CCCc1ccccc1,2,25,104,101,103,-2,98,105
CNC(=O)N(O)C1N(C)C(=O)N(Cc2ccccc2)C1(C)C (configuration not stated),-6,-2,100,115,102,1,95,106
O=C(NCCc1cccc(Cl)c1)c1cccnc1,-1,45,103,97,98,5,99,98
Cc1ccc(S(=O)(=O)Nc2cc(S(=O)(=O)N3CCCCC3)ccc2N2CCOCC2)cc1,-3,3,103,105,100,5,101,104
COc1ccc(Oc2nc(SC)nc3ccccc23)cc1,-5,7,105,98,98,-5,109,96
CCN1CCN(c2ccc(N=Cc3ccc(O)cc3O)cc2)CC1,0,1,98,91,91,1,95,90
Cc1cccc(OCCNC(=O)CSc2ccc(C(F)(F)F)cc2[N+](=O)[O-])c1,0,3,94,99,101,2,83,90
COc1ccc(N(CC(=O)NC2CCCC2)C(=O)Cn2nnc(-c3ccc(OC)c(OC)c3)n2)cc1,-2,1,102,92,105,0,115,109
CCOc1ccccc1C(=O)N[C@H](C(=O)OCc1csc(CC(=O)Nc2ccc(C)cc2)n1)C(C)C,-8,7,105,112,106,6,104,103
CCOc1ccccc1NC(=O)c1cnc2n(c1=O)CCS2,-4,88*,106,105,101,-12,106,102
O=C(O)/C=C/C(=O)Nc1ccc(C2(c3ccc(NC(=O)/C=C/C(=O)O)cc3)c3ccccc3-c3ccccc32)cc1,4,-1,106,93,101,4,94,96
CCOc1ccc(N(CC(=O)NC2CCCCC2)C(=O)CCC(=O)Nc2nc(C)cs2)cc1,9,1,100,106,105,6,104,106
CC(C)c1ccc2nc(SCC(=O)NCC3CCCO3)c(C#N)cc2c1 (configuration not stated),12,-1,108,106,102,3,99,109
Cc1cccc(NC(=O)C2CCCN(c3ncnc4c3nc3n4CCCCC3)C2)n1 (configuration not stated),-5,30,97,92,96,2,107,99
COc1ccc(CN2CCN(C(=O)c3ccco3)CC2)cc1OC,-6,3,110,96,102,-4,97,91
C/C(=N\NC(=O)CC#N)c1cc2ccc(O)cc2oc1=O,-12,2,201*[may fluoresce violet],?,16*[may fluoresce violet],-9,61[may fluoresce violet],?
O=C(COc1ccccc1-c1ccccc1)Nc1ccc(S(=O)(=O)NCc2ccco2)cc1,5,0,98,98,94,-5,101,102
CC(Sc1nccn1C)C(=O)NC1(C#N)CCCCC1 (configuration not stated),0,-2,100,99,101,7,96,107
CCN(CC)C(=O)C1CC(=O)N(c2ccc(F)c(Cl)c2)C1 (configuration not stated),-3,-1,105,104,108,1,103,105
O=C(/C=C/c1ccc2c(c1)OCCO2)c1ccc(O)cc1,-4,8,94,74,100,-2,94,101
COc1cccc(Cn2c(=O)c3[nH]cnc3n(-c3ccccc3C)c2=O)c1,-1,1,111,105,108,4,130,120

# Already shown: an excerpt of the list.
SMILES,procasp3 activ,AHR act,MEP2 TOR yeast,CIT2-GFP yeast,RPL19A TOR yeast,proCasp7 act,LAP4 TOR yeast,AGP1-GFP MLPCN
CC(=O)Nc1nc(NCc2ccccc2Cl)n(-c2ccccc2)n1,0,2,107,106,103,2,97,103
Cc1cc(C)cc(OCc2nnc(SCC(=O)c3ccccc3)o2)c1,9,1,99,.,104,-6,98,97
Cc1ccc2cc(C=O)c(N3CCOCC3)nc2c1C,-6,3,108,105,107,3,93,98
c1cc(Nc2ncnc3sc4c(c23)CCC4)ccn1,10,0,103,102,101,-3,115,108
CN(C)CCNC(=O)C(C(=O)c1ccccc1)n1ccccc1=O (configuration not stated),2,-4,103,94,100,7,94,97

# Part of the list above, with values under each structure:
# Under each structure – procasp3 activ	AHR act	MEP2 TOR yeast	CIT2-GFP yeast	RPL19A TOR yeast	proCasp7 act	LAP4 TOR yeast	AGP1-GFP MLPCN
COc1ccc(Oc2nc(SC)nc3ccccc23)cc1
  -5	7	105	98	98	-5	109	96
CCN1CCN(c2ccc(N=Cc3ccc(O)cc3O)cc2)CC1
  0	1	98	91	91	1	95	90
Cc1cccc(OCCNC(=O)CSc2ccc(C(F)(F)F)cc2[N+](=O)[O-])c1
  0	3	94	99	101	2	83	90

# Next section:
SMILES,procasp3 activ,AHR act,MEP2 TOR yeast,CIT2-GFP yeast,RPL19A TOR yeast,proCasp7 act,LAP4 TOR yeast,AGP1-GFP MLPCN
O=C(NCC1CCCO1)C1C2C=CC3(CN(Cc4cccs4)C(=O)C13)O2 (configuration not stated),-6,-1,90,108,106,-5,96,111
COc1ccc(NC2c3ccccc3C(=O)N2Cc2ccc3c(c2)OCO3)cc1 (configuration not stated),7,2,106,107,106,-1,106,107
O=C(Cn1c(NCCO)nc2ccccc21)NCCc1ccccc1,8,11,105,98,101,1,105,101
COc1ccc(Cn2c(=O)oc3ccc(C)cc32)cc1,5,-1,104,96,98,-1,101,96
NC(=O)c1cnn2c(C(F)(F)F)cc(-c3ccccc3)nc12,4,38,93,104,94,6,96,93
Cc1cc(F)ccc1NC(=O)C(C)n1c2ccccc2c2nc(=O)cc(C)n21 (configuration not stated),4,1,101,94,100,0,97,104
Cc1c([N+](=O)[O-])c(N)nn1C,3,3,89,87,91,6,98,94
COC(=O)C1=NN(C(C)=O)C2(CC(=O)N(c3cccc(C)c3)C2=O)C1 (configuration not stated),0,-3,78,115,102,-3,87,98
CCN1CC(CN(C)Cc2nc(Cc3ccccc3)no2)CC1=O (configuration not stated),4,1,96,94,98,8,102,102
Cn1nc(C(=O)OCC(=O)c2ccc[nH]2)c2ccccc2c1=O,6,2,106,99,96,-7,100,94
CCc1c(C)nc(N)n2c(SCC(=O)Nc3ccccc3OC)nnc12,1,7,102,104,99,-8,104,104
Nc1cc2c3c(cccc3c1)C(=O)N(CCN1CCCC1)C2=O,-10,142*,111,104,109,-5,95,102
Cc1ccc(C)c(NC(=O)Cn2nc(C)c3ccccc3c2=O)c1,3,5,108,103,100,2,104,103
COc1cc(/C=C/C(=O)O)cc(S(=O)(=O)Nc2ccc3c(c2)CCC3)c1OC,4,-1,110,99,106,1,96,103
CCCCN(Cc1ccccc1)C(=O)C1CCN(Cc2sccc2C)CC1,-1,0,99,92,97,-4,81,89
NC(=O)[C@@H]1CCCN1Cc1nc(Cc2cccc(C(F)(F)F)c2)no1,11,4,103,.,97,5,98,100
O=C(NCC1CCCO1)c1cccs1 (configuration not stated),4,0,115,104,96,-3,101,96
CCCn1c(N)c(C(=O)CSc2nnnn2-c2ccc(O)cc2)c(=O)n(C)c1=O,7,0,99,97,88,6,96,91
Cc1ccc(NCN2C(=O)C3CC=C(Cl)CC3C2=O)cc1 (configuration not stated),-5,1,105,111,97,1,105,99
